# Bioassay records from PubChem.
# pPAFAH inh: pPAFAH (human) enzyme inhibition; inhibition, % at 3.39 µM; hit rate 1.5% among 330,000; recombinant pPAFAH, FP-rhodamine probe fluorescence polarization;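 active means inhibition above the mean inhibition across the screen plus 3 SD, cut at about 25% in these data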;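 further: inhibitors block binding of the rhodamine activity-based probe so polarization drops; 0% = enzyme with DMSO and 100% = wells lacking pPAFAH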
# PME-1 inh: blocks human protein phosphatase methylesterase 1; recombinant PME-1, FP-Rh probe fluorescence polarization; inhibition, % at 5.9 µM; hit rate 0.53% among 320,000;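 active means inhibition above the campaign mean of all compounds plus 3 SD, cut at about 26% in these data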;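 further: competitive labeling of PME-1 active site by serine hydrolase directed probe; 0% = PME-1 with DMSO and 100% = wells lacking PME-1 enzyme; inhibitors block probe labeling so polarization falls and inhibition rises; many of its hits are not listed in these tables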
# Target sequence (Q9Y570 whole entry, looked up): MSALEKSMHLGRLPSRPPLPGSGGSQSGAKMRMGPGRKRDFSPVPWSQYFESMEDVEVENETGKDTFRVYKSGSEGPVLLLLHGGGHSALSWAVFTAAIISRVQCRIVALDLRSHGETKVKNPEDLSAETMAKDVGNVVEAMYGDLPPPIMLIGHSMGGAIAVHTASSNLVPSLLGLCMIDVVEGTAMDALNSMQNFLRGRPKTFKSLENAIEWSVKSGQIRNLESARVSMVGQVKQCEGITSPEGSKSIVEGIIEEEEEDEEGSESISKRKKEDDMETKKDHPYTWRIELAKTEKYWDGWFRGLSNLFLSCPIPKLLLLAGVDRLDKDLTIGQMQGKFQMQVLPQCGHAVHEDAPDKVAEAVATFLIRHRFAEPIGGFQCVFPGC
# LYPLA2 inh: blocks human lysophospholipase 2, a PME1 counter-screen; O95372; recombinant LYPLA2, FP-Rh probe fluorescence polarization; inhibition, % at 5.9 µM; hit rate 0.38% among 320,000;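 active means inhibition above the screen-wide mean plus 3 SD, limit set per campaign, cut at about 26% in these data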;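 further: 0% = LYPLA2 with DMSO and 100% = wells lacking LYPLA2 enzyme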
# Target sequence (O95372 whole entry, looked up): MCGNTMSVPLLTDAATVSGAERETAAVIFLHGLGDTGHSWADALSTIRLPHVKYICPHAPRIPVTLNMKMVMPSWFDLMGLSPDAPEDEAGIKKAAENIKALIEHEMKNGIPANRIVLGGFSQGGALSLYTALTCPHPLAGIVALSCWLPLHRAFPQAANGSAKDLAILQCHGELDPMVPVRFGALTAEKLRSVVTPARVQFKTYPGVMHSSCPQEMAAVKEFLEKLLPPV
# LYPLA1 inh: blocks human lysophospholipase 1, a PME1 counter-screen. O75608. recombinant LYPLA1, FP-Rh probe fluorescence polarization. inhibition, % at 5.9 µM. hit rate 0.16% among 320,000;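 active means inhibition above the mean of all tested compounds plus 3 SD, set per campaign, cut at about 14% in these data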;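 further: inhibitors block serine hydrolase probe labeling of LYPLA1 so polarization falls; 0% = enzyme with DMSO and 100% = wells lacking LYPLA1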
# PAFAH1B3 inh: PAFAH1B3 (human) inhibition; inhibition, % at 3.39 µM; hit rate 0.28% among 340,000; AID 492972; Q15102; recombinant PAFAH1B3, FP-rhodamine probe, fluorescence polarization;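 active means inhibition above the screen-wide average of all tested compounds plus 3 SD, cut at about 25% in these data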;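 further: 0% = enzyme with DMSO only and 100% = wells lacking PAFAH1B3 protein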
# Target sequence (Q15102 whole entry, looked up): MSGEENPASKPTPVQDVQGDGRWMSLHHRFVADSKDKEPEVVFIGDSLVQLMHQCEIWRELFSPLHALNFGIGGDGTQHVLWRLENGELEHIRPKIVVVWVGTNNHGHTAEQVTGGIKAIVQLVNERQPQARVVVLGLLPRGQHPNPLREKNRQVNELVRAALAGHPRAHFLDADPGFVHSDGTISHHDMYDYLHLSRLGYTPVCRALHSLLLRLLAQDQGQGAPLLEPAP
# PAFAH1B2 inh: PAFAH1B2 (human) inhibition | P68402 | recombinant PAFAH1B2, FP-rhodamine activity probe, fluorescence polarization | inhibition, % at 3.39 µM | hit rate 1.2% among 340,000;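 active means inhibition above the mean of all tested compounds plus 3 SD, cut at about 24% in these data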;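 further: 0% = enzyme with DMSO and 100% = wells lacking PAFAH1B2; many of its hits are not listed in these tables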
# Target sequence (P68402 whole entry, looked up): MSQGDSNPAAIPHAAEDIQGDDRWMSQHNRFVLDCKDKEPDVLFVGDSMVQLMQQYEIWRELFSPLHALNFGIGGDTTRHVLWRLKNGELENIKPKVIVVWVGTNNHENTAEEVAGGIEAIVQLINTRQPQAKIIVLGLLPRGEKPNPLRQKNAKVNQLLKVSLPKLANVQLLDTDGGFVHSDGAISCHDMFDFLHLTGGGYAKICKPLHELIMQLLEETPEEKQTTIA
# GSTO1 inh: counter-screen for RBBP9 inhibitors: inhibitors of human GSTO1; P78417; recombinant GSTO1, activity-based probe fluorescence polarization; inhibition, % at 5.96 µM; hit rate 1.1% among 300,000; AID 1974;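 active means inhibition above the campaign mean inhibition plus 3 SD, cut at about 35% in these data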;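 further: 0% = GSTO1-1 with DMSO and 100% = wells lacking GSTO1-1 enzyme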
# PREPL inhibitor: inhibitors of human prolyl oligopeptidase-like enzyme PREPL | recombinant PREPL, fluorescence polarization activity-based probe | inhibition, % at 5.96 µM | hit rate 0.68% among 320,000 | AID 2751; in the data active means inhibition above about 43%;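 further: 0% = enzyme with DMSO and 100% = wells lacking enzyme; many of its hits are not listed in these tables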
# PAD4 FP inh: inhibitors of human PAD4 | inhibition, % at 6.36 µM | recombinant PAD4, RCA probe fluorescence polarization | hit rate 0.41% among 330,000 | Q9UM07;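 active means percent inhibition above a cutoff equal to the mean of all tested compounds plus 3 SD, cut at about 15% in these data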;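 further: 0% = PAD4 with RCA probe and DMSO and 100% = probe without PAD4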
# * = called active by the depositor; / = no result given.
1	NC(N)=N/N=C/c1cc([N+](=O)[O-])ccc1O
2	CCCc1cc(-c2nc(N)ncc2-c2csc(C)n2)c(O)cc1OC
3	Cc1ccc(Oc2nc3c(C)cccn3c(=O)c2/C=C(\C#N)C(N)=O)cc1
4	COc1ccc(NC(=S)NC(=O)c2ccc(Br)o2)cc1
5	COc1cc(OC)cc(N(C(=O)c2ccco2)C(C(=O)NC2CCCC2)c2ccc(N(C)C)cc2)c1 (centres undefined)
6	Cc1cccc(NC(=O)N2C3CCCC2CC(NC(=O)C(C)(C)C)C3)c1 (centres undefined)
7	COc1cc(NC(=O)c2cnc(NCc3ccccc3)nc2C)cc(OC)c1OC
8	COc1cc(NC(=S)NCCC(c2ccccc2)c2ccccc2)c(OC)cc1Cl

screen / no.	1	2	3	4	5	6	7	8
pPAFAH inh	1	8	8	4	0	-1	4	-4
PME-1 inh	0	-2	-3	-5	-1	5	-6	10
LYPLA2 inh	-6	-1	4	-2	-3	7	3	14
LYPLA1 inh	-5	-4	3	-7	3	2	-5	-10
PAFAH1B3 inh	9	7	1	3	7	7	4	11
PAFAH1B2 inh	2	-7	5	1	6	9	-1	7
GSTO1 inh	7	5	-4	45*	4	1	5	-2
PREPL inhibitor	-2	3	-3	0	17	10	-1	2
PAD4 FP inh	4	-3	4	-5	-5	0	-4	0

9	Cn1cccc1C(=O)N1CCc2ccccc2C1
10	CCOC(=O)c1c(C)[nH]c(C)c1C(=O)COC(=O)/C=C/c1ccccc1[N+](=O)[O-]
11	Fc1cccc(C[n+]2csc3ccccc32)c1
12	Cc1ccc(S(=O)(=O)N/N=C/c2cnn(C)c2C)cc1
13	COc1ccc(NC(=O)COc2nsnc2N2CCOCC2)cc1
14	O=C(Nc1ccc(Cl)cn1)c1ccc2c(c1)OCCO2
15	Cc1ccc(-c2cc(C(=O)NCc3cccnc3)no2)cc1
16	CCC1CCc2c([nH]c3ccccc3c2=O)O1 (centres undefined)

screen / no.	9	10	11	12	13	14	15	16
pPAFAH inh	0	1	6	0	1	4	4	5
PME-1 inh	0	/	6	-5	0	1	-4	-7
LYPLA2 inh	-2	/	3	-2	2	1	-5	5
LYPLA1 inh	-1	/	-2	3	-4	1	-5	-1
PAFAH1B3 inh	7	-2	7	4	6	6	7	9
PAFAH1B2 inh	5	2	2	-3	-3	-1	-3	5
GSTO1 inh	0	/	3	-1	6	-3	2	4
PREPL inhibitor	6	4	-3	9	1	6	-1	-4
PAD4 FP inh	1	2	12	-1	-8	-33	1	3

17	CCOC(=O)C1=NN(c2ccccc2)C2=NC(C)=C(C(=O)OC)C(c3cccs3)N12 (centres undefined)
18	CCNC(=S)Nc1cc(OCC)c(N2CCOCC2)cc1OCC
19	CCCN(C(=O)c1cc(Cl)nc2ccccc12)C1CCS(=O)(=O)C1 (centres undefined)
20	CC(C)N1C(=O)/C(=C/c2nc3ccccc3c(=O)n2-c2ccccc2)c2ccccc21
21	CCOC(=O)C1CCN(C(=O)Cc2c(C(=O)O)[nH]c3ccccc23)CC1
22	O=C(NCCCCc1ccccc1)c1ccc(Br)o1
23	CC(C)Cc1cc(C(=O)N2N=C(C(F)F)CC2(O)C(F)F)c2ccccc2n1 (centres undefined)
24	O=C(CN1C(=O)COc2ccc(Cl)cc21)N1CCCCC1

screen / no.	17	18	19	20	21	22	23	24
pPAFAH inh	6	4	1	5	0	1	-2	3
PME-1 inh	2	2	-1	2	0	-1	1	6
LYPLA2 inh	5	-1	3	7	2	6	11	2
LYPLA1 inh	4	3	0	-3	3	-3	4	-6
PAFAH1B3 inh	-2	14	-3	5	7	10	7	0
PAFAH1B2 inh	2	3	1	0	4	5	6	-3
GSTO1 inh	-2	-5	8	5	3	3	5	2
PREPL inhibitor	3	0	-2	3	12	9	13	1
PAD4 FP inh	-4	-3	-3	11	0	0	0	-4

25	Cc1ccccc1CC(=O)Nc1cccnc1
26	CCOc1ccc(NCc2nnc(SCC(=O)Nc3cc(C)on3)n2-c2ccc(OC)cc2)cc1
27	CCN(c1ccccc1)S(=O)(=O)c1ccc2c(c1)C(C)(C)C(=O)N2C
28	CCCC(=O)Nc1ccc(Cl)c(NC(=S)NC(=O)c2ccco2)c1
29	COc1ccc(CC(=O)Nc2cccc(-c3csc(C)n3)c2)cc1
30	Cc1oc2ccc(O)c(CN(C)C)c2c1C(=O)c1ccccc1
31	CCCCN(CC)Cc1ccc(CNC(=S)Nc2c(C)cc(C)cc2C)o1
32	CCN(CC)CCNc1ccnc2cc(Cl)ccc12

screen / no.	25	26	27	28	29	30	31	32
pPAFAH inh	3	7	0	2	4	5	1	5
PME-1 inh	4	0	-6	0	-1	-9	2	2
LYPLA2 inh	3	-1	-1	-4	1	-2	5	3
LYPLA1 inh	-4	0	-1	-4	-2	0	-3	1
PAFAH1B3 inh	4	4	2	7	7	11	4	-4
PAFAH1B2 inh	1	3	7	3	0	-4	2	1
GSTO1 inh	0	-7	9	3	-5	0	6	-1
PREPL inhibitor	9	2	1	-1	-1	7	0	5
PAD4 FP inh	0	-4	3	3	0	-2	0	5

33	CCN(C(=O)c1ccc(Cl)cc1[N+](=O)[O-])c1ccccc1C
34	COc1ccc(NC(=O)CCCNC(=O)Cn2cnc3sc(C)c(C)c3c2=O)cc1OC
35	COc1ccc2c(c1)C(C)=CC(C)(C)N2S(=O)(=O)c1ccc(NC(C)=O)cc1
36	O=C(O)[C@@H]1CCCN1S(=O)(=O)c1cccc2cccnc12
37	COc1ccccc1C(=O)NC(CCSC)C(=O)NNC(=O)c1ccccc1O (centres undefined)
38	O=C(Cn1cnc(Cl)c1Cl)c1ccc(F)cc1
39	CC1=Nn2c(nnc2-c2ccco2)SC1
40	CC(=O)OC[C@H]1COc2ccc3ccccc3c2[C@H]1N(C)C(C)=O

screen / no.	33	34	35	36	37	38	39	40
pPAFAH inh	-2	4	-8	7	6	2	7	-3
PME-1 inh	3	-6	12	-1	3	-2	3	-2
LYPLA2 inh	3	0	-7	-4	-5	5	11	-3
LYPLA1 inh	0	0	-6	1	-1	2	1	0
PAFAH1B3 inh	8	4	-1	8	10	-3	3	7
PAFAH1B2 inh	5	0	2	6	-5	7	1	9
GSTO1 inh	1	12	-1	8	/	11	-1	2
PREPL inhibitor	20	10	15	-5	0	-5	9	-5
PAD4 FP inh	0	4	-3	-1	0	2	-4	-2

# Complete entries, quoted from the list. Values in the order: pPAFAH inh	PME-1 inh	LYPLA2 inh	LYPLA1 inh	PAFAH1B3 inh	PAFAH1B2 inh	GSTO1 inh	PREPL inhibitor	PAD4 FP inh
# Entry for `O=C(CN1C(=O)COc2ccc(Cl)cc21)N1CCCCC1` : 3	6	2	-6	0	-3	2	1	-4
# Entry for `CCOC(=O)c1c(C)[nH]c(C)c1C(=O)COC(=O)/C=C/c1ccccc1[N+](=O)[O-]` : 1	/	/	/	-2	2	/	4	2
# Entry for `CCOC(=O)C1=NN(c2ccccc2)C2=NC(C)=C(C(=O)OC)C(c3cccs3)N12` (centres undefined) : 6	2	5	4	-2	2	-2	3	-4
# Entry for `CC(C)N1C(=O)/C(=C/c2nc3ccccc3c(=O)n2-c2ccccc2)c2ccccc21` : 5	2	7	-3	5	0	5	3	11
# Entry for `COc1ccc(NC(=O)CCCNC(=O)Cn2cnc3sc(C)c(C)c3c2=O)cc1OC` : 4	-6	0	0	4	0	12	10	4

# Additional structures.
41	CC(C)(C)C1CCc2c(sc(NC(=O)c3cccs3)c2C(N)=O)C1 (centres undefined)
42	Cn1cccc/c1=N\c1cccc[n+]1C
43	Cc1ccc(NC(=O)NCc2cccnc2)cc1C
44	CC(=O)N/C(=C/c1ccc([N+](=O)[O-])cc1)C(=O)O
45	CCOc1ccc(NS(=O)(=O)c2ccc3c(c2)N(C(C)=O)CC3)cc1
46	CC(=O)Nc1ccc(S(=O)(=O)NCc2cccnc2)cc1
47	COc1ccc(CN2C(=O)Cc3c2nc(N)c2c(N)nc(N4CCOCC4)c(C#N)c32)cc1
48	O=C(COc1ccc([N+](=O)[O-])cc1)NNC(=O)c1cccs1

screen / no.	41	42	43	44	45	46	47	48
pPAFAH inh	-4	-6	2	-1	6	4	10	0
PME-1 inh	1	-5	11	-2	-3	-3	-2	1
LYPLA2 inh	-1	-2	3	-11	3	2	-5	3
LYPLA1 inh	-2	-2	2	-2	-2	1	-7	-1
PAFAH1B3 inh	5	/	0	15	-1	6	6	8
PAFAH1B2 inh	2	/	-1	4	0	6	7	11
GSTO1 inh	-2	-9	4	6	12	6	10	8
PREPL inhibitor	11	9	-5	0	0	2	22	1
PAD4 FP inh	0	-9	4	-3	-5	1	-6	2

49	COCCNC(=O)C(c1ccc(O)cc1)N(Cc1ccco1)C(=O)CCC(=O)Nc1ccccn1 (centres undefined)
50	CCOC(=O)NC1(C(F)(F)F)C(=O)NC(C)=C1C(=O)OC (centres undefined)
51	Cc1ncc(CO)c2c1OC(C)(C)OC2
52	CC(=O)NCCN1C(=O)C2C3c4ccccc4C(c4ccccc43)C2C1=O (centres undefined)
53	OCC1(Cc2ccccc2F)CCCN(Cc2c(F)ccc(F)c2F)C1 (centres undefined)
54	CN(NC(=O)NN)c1ncc(C(F)(F)F)cc1Cl
55	CCC(=O)N1CC2(c3ccccc3)CN(C(=O)CC)CC(c3ccccc3)(C1)C2=O
56	O=C(C1CCCN(Cc2ccccc2F)C1)N1CCc2ccccc2C1 (centres undefined)

screen / no.	49	50	51	52	53	54	55	56
pPAFAH inh	-1	1	-1	6	4	-4	0	6
PME-1 inh	-4	2	1	-1	-2	-2	7	1
LYPLA2 inh	4	4	6	3	3	-4	-2	2
LYPLA1 inh	0	3	0	2	2	-3	-5	-5
PAFAH1B3 inh	3	11	6	3	-3	-6	2	/
PAFAH1B2 inh	1	-2	0	0	-3	4	1	/
GSTO1 inh	-3	-1	-4	3	1	-6	1	0
PREPL inhibitor	14	9	-6	3	7	16	7	16
PAD4 FP inh	3	0	1	2	-4	5	-2	-1

57	CCC(=O)N(CCc1ccc(OC)c(OC)c1)Cc1cc2ccc(C)cc2n2nnnc12
58	Nc1[nH]n2c(=O)cc(-c3ccccc3)nc2c1N=Nc1ccccc1
59	Cc1c(C(=O)c2ccccc2C(=O)O)sc2ccccc12
60	O=C(COc1ccc2c(C(F)(F)F)cc(=O)oc2c1)NCc1cccs1
61	CC(NC(=S)Nc1ccccc1)C(c1cccs1)N1CCOCC1 (centres undefined)
62	Cn1c(SCC(=O)Nc2cccc(S(=O)(=O)NC3=NCCCCC3)c2)nnc1-c1ccccc1
63	CC(=O)c1ccc(N2CCN(C(=O)CCCn3c(=S)[nH]c4cc5c(cc4c3=O)OCO5)CC2)cc1
64	C=CCOc1cccc(C(=O)NC(c2ccccc2)C(C)C)c1 (centres undefined)
65	COc1cc2c(cc1OC)C1(NCC2)C(=O)Nc2ccccc21 (centres undefined)
66	CCn1c(SC)nnc1C1CCN(S(=O)(=O)c2ccc(OC)cc2)CC1

screen / no.	57	58	59	60	61	62	63	64	65	66
pPAFAH inh	1	9	3	8	9	2	1	4	-2	4
PME-1 inh	-4	2	4	0	-1	4	-1	-4	0	-1
LYPLA2 inh	-4	1	-2	-2	-1	-1	52*	7	1	4
LYPLA1 inh	-1	3	-2	-2	-2	1	11	1	0	3
PAFAH1B3 inh	-4	9	1	3	-1	-2	-2	-3	0	-3
PAFAH1B2 inh	5	14	3	1	2	2	3	6	-1	1
GSTO1 inh	3	-3	9	-6	1	4	4	2	6	5
PREPL inhibitor	18	14	-2	-2	4	-3	-97	-12	-7	-2
PAD4 FP inh	1	-8	3	1	-2	-2	-2	-5	3	1

# This is a subset (hit frequency here may not be typical).
